JMJD2A Tudor inh: blocks the human JMJD2A Tudor domain; O75164; AlphaScreen JMJD2A-Tudor / H3K4me3 peptide binding; Potency, µM (top dose mostly 114 µM), for inactives: top-dose activity change, negative = inhibition, most hits filed as inhibitors; 390,000 compounds, 4.4% hits; AID 504339; also: % is scaled to controls: 0 for no effect and ±100 for the full control effect; nearly all actives have a fitted effect of over 50% in size
G9a block: blocks human histone lysine methyltransferase G9a | Q96KQ7 | G9a H3K9 monomethylation, AlphaScreen, 2 h | Potency, µM (titrated, usually from 102 µM), without a hit: top-dose activity, negative = inhibition, actives largely listed as inhibitors | 350,000 compounds, 8.8% hits | AID 504332; also: % is scaled to controls: 0 for no effect and ±100 for the full control effect; nearly all actives have a fitted effect of over 75% in size
Target sequence (Q96KQ7 913-1193 limits assumed): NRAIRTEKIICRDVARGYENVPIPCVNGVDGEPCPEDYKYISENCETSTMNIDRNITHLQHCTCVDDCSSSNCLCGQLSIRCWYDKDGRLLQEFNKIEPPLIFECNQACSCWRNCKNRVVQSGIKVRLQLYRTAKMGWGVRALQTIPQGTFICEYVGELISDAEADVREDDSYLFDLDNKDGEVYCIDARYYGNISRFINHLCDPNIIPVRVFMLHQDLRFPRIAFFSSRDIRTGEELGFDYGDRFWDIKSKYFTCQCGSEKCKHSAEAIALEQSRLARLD
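Methyltransferase reactions run at room temperature for 2 h (20 nM enzyme, 500 nM biotin-H3K9 peptide, 20 uM SAM) after a 15 min compound preincubation; product detected by AlphaScreen beads and anti-H3K9me1 antibody.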
BAZ2B inh: blocks human BAZ2B; 360,000 compounds, 4.4% hits; AlphaScreen BAZ2B-H3K14Ac peptide displacement; AID 504333; Potency, µM (series often up to 114 µM), inactives show top-dose activity change, negative = inhibition, usual class: inhibitors; Q9UIF8; also: % is scaled to controls: 0 for no effect and ±100 for the full control effect; nearly all actives have a fitted effect of over 60% in size
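Inhibition is scored as reduced AlphaScreen emission. The BAZ2B/b-H3(5-23)K14Ac complex (50 nM each) in PBS pH 7.4, 0.01% Tween-20 meets compound (up to 110 uM) for 30 min at RT before bead addition.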
PGK inhibitor: T. brucei PGK inhibition | P07378 | PGK/GAPDH coupled, Kinase-Glo luminescence, 60 min | Potency, µM (top dose mostly 57.5 µM), for the others: at the highest dose activity change, negative = inhibition, usual class: inhibitors | 380,000 compounds, 0.043% hits; also: % is scaled to controls: 0 for no effect and ±100 for the full control effect; nearly all actives have a fitted effect of over 60% in size
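Luminescent ATP detection (Kinase-Glo Plus) follows a 60-minute room-temperature incubation, with wells lacking PGK as controls. Buffer: 100 mM TEA (pH 7.6), 5 mM MgCl2, 0.01% Tween-20. Coupling enzyme GAPDH (100 nM final) supplies unstable 1,3-BPG in-well.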
HP1b binding inh: inhibitors of HP1-beta chromodomain binding to methylated histone tails; P83916; AlphaScreen HP1-beta / biotin-H3K9me3 peptide binding; Potency, µM (series often up to 114 µM), without a hit: at the highest dose activity change, negative = inhibition, hits mostly inhibitors; 390,000 compounds, 0.56% hits; AID 540317; also: nearly all actives have a fitted effect of over 70% in size; inactives centre near 23
Target sequence (P83916 whole entry, looked up): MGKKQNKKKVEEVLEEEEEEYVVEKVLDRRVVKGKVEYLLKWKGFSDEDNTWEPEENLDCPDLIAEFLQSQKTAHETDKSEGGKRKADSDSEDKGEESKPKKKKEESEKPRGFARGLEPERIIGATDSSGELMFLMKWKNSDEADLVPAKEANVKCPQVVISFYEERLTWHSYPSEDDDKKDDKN
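Compound inhibition of the preformed complex between 50 nM HP1-beta and 50 nM biotinylated H3K9me3 peptide was read by AlphaScreen. Buffer was PBS pH 7.4 with 0.01% Tween-20. Incubations ran 30 min at room temperature, with 10 ug/mL donor/acceptor beads.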
GLS inhibitor: blocks human kidney-isoform glutaminase activity. O94925. GLS enzymatic activity, qHTS titration. Potency, µM (doses to about 45.5 µM), for inactives: at the highest dose activity change, negative = inhibition, most hits filed as inhibitors. 410,000 compounds, 0.21% hits. AID 624170; also: % is scaled to controls: 0 for no effect and ±100 for the full control effect
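Human kidney-isoform GLS in 45 mM KH2PO4 pH 8.2, 0.02% Tween-20, with compound, started with 1mM L-Glutamine (added stock). Glutamate oxidase/HRP/Amplex red coupled fluorescence read at start and after 30 min at RT.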
Pin1 inhibitor: inhibitors of human Pin1; Q13526; Pin1 FP peptide displacement, HiFluor488, 10 min; Potency, µM (doses to about 115 µM), for the others: at the top dose activity, negative = inhibition, usual class: inhibitors; 390,000 compounds, 0.009% hits; AID 504891; active = well fitted inhibition curve with a large enough effect in the polarisation, with a control signal flat, not every such curve was filed as active; inconclusive = small, poorly fitted or top-dose-only effect, or effect the other way, or a change in a side signal; inactive = no such curve, though single readings can be large or run the other way; the % refers to the polarisation; also: % is scaled to controls: 0 for no effect and ±100 for the full control effect
Target sequence (Q13526 whole entry, looked up): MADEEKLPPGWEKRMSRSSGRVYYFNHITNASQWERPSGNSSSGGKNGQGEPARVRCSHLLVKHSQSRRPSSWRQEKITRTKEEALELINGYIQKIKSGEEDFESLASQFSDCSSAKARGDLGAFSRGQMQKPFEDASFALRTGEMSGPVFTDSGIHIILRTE
Pol iota inh: blocks human DNA polymerase iota activity. Pol iota fluorescent replication assay, 10 min. Potency, µM (highest dose often 115 µM), for the others: at the top dose activity, negative = inhibition, most hits filed as inhibitors. 390,000 compounds, 1% hits
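Pol iota at 10 nM preincubated 15 min with compounds at room temperature; reaction started with fluorescent substrate, 50 nM final. Fluorescence read kinetically at 0 and 10 min; buffer-only wells as negative control.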
BLM helicase inh: inhibitors of human Bloom syndrome helicase BLM. P54132. recombinant BLM DNA unwinding, fluorescence dequenching. Potency, µM (highest dose often 56.1 µM), without a hit: at the highest dose activity change, negative = inhibition, hits mostly inhibitors. 350,000 compounds, 0.2% hits. AID 2528;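 also: plate controls were vehicle for no effect and no enzyme for full effect; nearly all actives have a fitted effect of over 35% in size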
Active calls of the source: *; i = inactive; ? = inconclusive; . = not tested or not shown; & = joins results of further samples; [ ] = remark or other dose. Unless noted, calls follow the shape of the dose curve; as a rule, active = well fitted curve in the direction sought with a large enough effect; inconclusive = small, poorly fitted or top-dose-only effect, or another doubt; inactive = no such curve, though single readings can be large; an effect the other way counts as inactive or inconclusive. Potency is read from the fitted curve at half-maximal effect. This is a subset, so the mix of outcomes need not match the whole.

Short keys: A = JMJD2A Tudor inh; B = G9a block; C = BAZ2B inh; D = PGK inhibitor; E = HP1b binding inh; F = GLS inhibitor; G = Pin1 inhibitor; H = Pol iota inh; I = BLM helicase inh
CC(C(=O)Nc1ccc(N2CCOCC2)cc1)N1C(=O)c2ccccc2C1=O (centres undefined)
  A: -9%; B: 9%[12.7 µM]; C: 11%; D: .; E: 35%[activator]; F: 12%; G: 13%; H: 14%; I: -1%
CCc1cc(C(=O)N/N=C/c2ccc(O)cc2)c2ccccc2n1
  A: -14%; B: 16%; C: 5%; D: 6%; E: -1%; F: 20%; G: 54%[activator]; H: -22%; I: -8%
COc1ccc(S(=O)(=O)N2CCC(NC(=O)N3CCOCC3)CC2)cc1
  A: 1%; B: -20%; C: 15%; D: -10%; E: 48%[activator]; F: -8%; G: -13%; H: 58%[activator]; I: -3%
CC(=O)Nc1cccc(NC(=O)Nc2cccc3ccccc23)c1
  A: -1%; B: .; C: 0%; D: -6%; E: 14%; F: 10%; G: ?; H: ?; I: -7%
COc1cc(/C=N/NC(=O)c2ccncc2)ccc1OCC(=O)Nc1cccc([N+](=O)[O-])c1
  A: -18%; B: -8%[59 µM]; C: -4%; D: 5%; E: 55%[activator]; F: -14%; G: -3%; H: ?; I: -10%
FC(F)(F)c1ccc(CN2C[C@@H]3C(c4ccc(Cl)nc4)C4(c5cccnc5)CC3(C4)[C@H]2c2ccccc2)cc1 (some centres undefined)
  A: -20%; B: -18%[59 µM]; C: -29%; D: -7%; E: 18%; F: 7%; G: 30%; H: ?; I: -10%&-6%
COc1ccc(CCn2c(O)cc3nn(-c4nc5ccccc5s4)c(=O)c-3c2C)cc1
  A: -22%; B: -35%; C: -39%; D: i; E: 3%; F: 0%; G: .; H: ?; I: -27%
CCOC(=O)N1CCC(Nc2c(N3CCN(c4cc(Cl)ccc4C)CC3)c(=O)c2=O)CC1
  A: -21%; B: ?; C: -4%; D: -6%; E: 35%; F: 14%; G: -3%; H: 9%; I: -3%
CN(CC(=O)N1CCN(c2ccccn2)CC1)S(=O)(=O)c1cccc2nsnc12
  A: -14%; B: -20%; C: -1%; D: -10%; E: 10%; F: 3%; G: -1%; H: 30%[activator]; I: -8%
O=C(O)CCCn1c(=O)[nH]c2ccccc2c1=O
  A: -15%; B: 19%[59 µM]; C: -7%; D: -3%; E: 18%; F: 13%; G: -5%; H: 16%; I: 0%
COc1ccc(C(=O)Nc2c(O)ccc3ccccc23)cc1
  A: 79µM*; B: .; C: .; D: -4%; E: ?; F: -26%; G: -1%; H: 175%[activator]; I: .
COc1ccc(C2CC(C(F)(F)F)n3ncc(C(=O)NCc4cccnc4)c3N2)cc1OC (centres undefined)
  A: -20%; B: -4%[12.7 µM]; C: 10%; D: -1%; E: 37%[activator]; F: 6%; G: 4%; H: 5%; I: 0%
CC(O)c1nc2ccccc2n1CC(=O)Nc1ccc2c(c1)OCCO2 (centres undefined)
  A: -23%; B: -1%; C: -30%; D: -9%; E: 29%; F: -4%; G: -8%; H: 46%[activator]; I: 1%
O=C(NCc1cccc(F)c1)c1ccc(CN2CC(=O)N3CCCCC3C2=O)cc1 (centres undefined)
  A: -19%; B: 8%[59 µM]; C: 5%; D: -13%; E: -3%; F: -13%; G: 5%; H: 2%; I: 0%
Cc1n(C)c2cc(Cl)ccc2[n+]1Cc1ccccc1
  A: ?; B: ?; C: -3%; D: -1%; E: -17%; F: -4%; G: -6%; H: 12%; I: 3%
CCCN1CCN(C(=O)C2CCN(S(=O)(=O)c3ccc4c(c3)NC(=O)C(C)S4)CC2)CC1 (centres undefined)
  A: -1%; B: -5%; C: -24%; D: 1%; E: 32%; F: -4%; G: 68%[activator]; H: 30%; I: -1%
[O-][n+]1ccccc1SC/C=C/c1ccccc1
  A: -2%; B: -24%; C: -14%; D: i; E: 32%; F: -10%; G: -4%; H: 45%[activator]; I: -6%
Cc1ccc(CNC(=O)CSCc2ccccc2C)cc1
  A: 4%; B: 6%[59 µM]; C: 17%; D: -9%; E: 51%[activator]; F: -4%; G: 0%; H: 15%; I: -4%
Cc1c(C)c2cc(Cl)c(O)c(CN3CCCCC3)c2oc1=O
  A: -11%; B: -18%; C: 16%; D: -9%; E: 12%; F: 12%; G: -5%; H: 28%; I: -5%
CCOC(=O)N1CCc2c(sc(NC(C)=O)c2C(N)=O)C1
  A: 0%; B: .; C: .; D: i; E: 46%[activator]; F: 0%; G: -6%; H: 4%; I: .
CC(C)c1ccc(OCC(=O)N2CCc3ccccc3C2)cc1
  A: 25%; B: ?; C: 7%; D: 0%; E: 97%[activator]; F: 1%; G: 2%; H: 22%; I: -5%
COc1ccc(S(=O)(=O)N2CCC(CN3C(=O)c4cccc5cccc(c45)C3=O)CC2)cc1
  A: -7%; B: -10%[59 µM]; C: -5%; D: 3%; E: 12%; F: 4%; G: 10%; H: 0%; I: -3%
COC(=O)CCCC(=O)N1CCC(n2nccc2NC(=O)CCOc2ccccc2)CC1
  A: 1%; B: ?; C: 1%; D: 5%; E: 26%; F: 0%; G: 0%; H: 25%; I: -2%
Nc1ncnc(Nc2cc(C(F)(F)F)cc(C(F)(F)F)c2)n1
  A: 5%; B: 12%; C: -1%; D: i; E: 57%[activator]; F: -4%; G: 1%; H: 3%; I: -1%
